Assay outcomes deposited in PubChem BioAssay by NMMLSC.
Bim-Bcl-2 – human Bim-Bcl-2 interaction inhibition; inhibition, % at 10 µM; P10415; 0.06% of 190,000 active; Bead-based flow cytometry, Bim peptide-Bcl-2 binding; in the data active = inhibition above about 40%; inconclusive = no clear call, values can overlap the other calls;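 also: 0% = no compound wells with probe peptide and 100% = reference peptide inhibitor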
Target sequence (P10415 whole entry, looked up): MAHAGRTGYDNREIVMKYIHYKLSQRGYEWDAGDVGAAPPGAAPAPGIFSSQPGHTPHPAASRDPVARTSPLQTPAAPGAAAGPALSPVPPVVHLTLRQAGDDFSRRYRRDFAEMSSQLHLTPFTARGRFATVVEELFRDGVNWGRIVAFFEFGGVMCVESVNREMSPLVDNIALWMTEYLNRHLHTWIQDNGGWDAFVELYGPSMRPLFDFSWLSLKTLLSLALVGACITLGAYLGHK
Bim-Bfl-1 – inhibitors of Bim-Bfl-1 interaction, human; inhibition, % at 10 µM; 0.12% of 190,000 active; Q16548; Bead-based flow cytometry, Bim-Bfl-1 binding inhibition;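 also: 0% = wells without compound plus tracer and 100% = blocker peptide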
ABCG2 inh – human ABCG2 inhibition, ABCB1 as counter-screen; Q9UNQ0; inhibition, % at 6.6 µM; IgMXP3 cells, JC-1 efflux, flow cytometry; 0.1% of 190,000 active;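 active = inhibition above 80%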;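 also: 0% = DMSO and 100% = nicardipine control wells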
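Test system: IgMXP3 (ABCG2) plus far-red-tagged CCRF-Adr (ABCB1) cells / Amount: 3 million cells/mL in well / Reagent: JC-1 transporter substrate / Timing: 10 min compound exposure, 25 °C / Signal: flow cytometry, 530 nm JC-1 signal / Read-out: percent efflux inhibition, scaled nicardipine 100% to DMSO 0% / Benchmarks: nicardipine as high control, DMSO as low control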
ABCB1 inh – human ABCB1 inhibition, ABCG2 as counter-screen | AID 1326 | CCRF-Adr cells, JC-1 efflux, flow cytometry | inhibition, % at 6.6 µM | 0.067% of 190,000 active | P08183; in the data active = inhibition above about 40%;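 also: 0% = vehicle and 100% = reference inhibitor; higher value means more JC-1 retained so stronger ABCB1 efflux block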
Bcl-XL Bim block – human Bim-Bcl-XL interaction inhibition; Q07817; inhibition, % at 10 µM; 0.04% of 190,000 active; Bim peptide-Bcl-XL binding, bead flow cytometry, fluorescence
Target sequence (Q07817 whole entry, looked up): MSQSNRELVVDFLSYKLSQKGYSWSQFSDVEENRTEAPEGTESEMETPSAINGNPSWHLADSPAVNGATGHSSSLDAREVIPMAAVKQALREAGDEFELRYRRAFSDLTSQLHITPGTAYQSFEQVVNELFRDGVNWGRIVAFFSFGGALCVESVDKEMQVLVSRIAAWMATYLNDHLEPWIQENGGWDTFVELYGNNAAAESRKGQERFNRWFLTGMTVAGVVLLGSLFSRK
Bcl-B Bim block – inhibitors of Bim-Bcl-B interaction, human; inhibition, % at 10 µM; 0.073% of 190,000 active; Q9HD36; bead-based flow cytometry, Bim peptide-Bcl-B binding;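 also: 0% = tracer peptide without compound and 100% = reference inhibitor peptide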
Target sequence (Q9HD36 whole entry, looked up): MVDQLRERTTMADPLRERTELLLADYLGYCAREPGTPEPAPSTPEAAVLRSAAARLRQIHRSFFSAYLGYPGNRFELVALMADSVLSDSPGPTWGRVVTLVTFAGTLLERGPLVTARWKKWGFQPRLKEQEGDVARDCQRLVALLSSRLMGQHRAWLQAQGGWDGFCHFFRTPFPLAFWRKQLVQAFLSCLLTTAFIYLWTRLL
RGS8-Gao reg – regulators of human RGS8-Galphao interaction; P09471; multiplexed bead flow cytometry, RGS8-Galphao binding; actives lie on both sides; response (percent of control binding), % at 10 µM; 0.34% of 220,000 active; AID 1423; in the data active = response below about 60% or above about 140%; inactive = in between;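 also: Galphao activated as the GDP aluminium fluoride complex binding bead-coupled RGS8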
Target sequence (P09471 whole entry, looked up): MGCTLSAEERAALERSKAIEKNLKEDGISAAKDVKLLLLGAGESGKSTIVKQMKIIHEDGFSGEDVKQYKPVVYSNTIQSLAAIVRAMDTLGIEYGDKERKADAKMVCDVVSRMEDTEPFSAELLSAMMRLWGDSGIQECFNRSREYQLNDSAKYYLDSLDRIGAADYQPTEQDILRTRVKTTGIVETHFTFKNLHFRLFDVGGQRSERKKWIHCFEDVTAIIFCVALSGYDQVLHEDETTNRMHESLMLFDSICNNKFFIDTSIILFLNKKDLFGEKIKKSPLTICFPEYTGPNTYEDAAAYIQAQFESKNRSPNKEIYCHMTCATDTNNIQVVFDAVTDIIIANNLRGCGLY
Bim-Bcl-W – disrupts Bim peptide binding to human Bcl-W; AID 952; Q92843; 0.02% of 190,000 active; bead-based flow cytometry; inhibition, % at 10 µM;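 also: 0% = bound tracer without compound and 100% = peptide blocker; higher means less fluorescent Bim peptide bound to Bcl-W beads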
GSH fluor – compound fluoresces at 488/530 nm on GSH beads; GSH beads flow cytometry, compound fluorescence 488/530 nm; stronger effect = higher value; fluorescence (KMESF) at 10 µM; 0.25% of 190,000 active; in the data active = fluorescence above about 89;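 also: glutathione beads carrying GST-tagged Bcl family fusion proteins plus one bare bead set; values are compound well signal with DMSO vehicle wells as background; inactives centre near 16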
RGS7-Gao – human RGS7-Galphao interaction regulation; 0.35% of 220,000 active; Multiplexed bead flow cytometry, RGS7-Galphao binding; actives lie on both sides; P09471; binding response (% of control), % at 10 µM; AID 1439; in the data active = binding response below about 49% or above about 150%; inconclusive = no clear call, values can overlap the other calls; inactive = in between;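 also: fluorescent Galphao held in activated GDP-AlF4 state binding bead-coupled RGS7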
RGS4-Gao reg – modulates binding of RGS4 to human Galphao; Multiplexed bead flow cytometry; actives lie on both sides; binding response (% of control), % at 10 µM; 0.33% of 220,000 active; AID 1415; in the data active = binding response below about 49% or above about 150%; inactive = in between;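 also: fluorescent Galphao activated with aluminum fluoride binding bead-coupled RGS4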
* = called active by the depositor; ? = inconclusive. Rule as the data show it, unless noted: active = inhibition above about 40%.

structure | Bim-Bcl-2 | Bim-Bfl-1 | ABCG2 inh | ABCB1 inh | Bcl-XL Bim block | Bcl-B Bim block | RGS8-Gao reg | Bim-Bcl-W | GSH fluor | RGS7-Gao | RGS4-Gao reg
CCCCNS(=O)(=O)c1ccc(S(=O)(=O)n2cnc3ccccc32)cc1 | -10 | -1 | 0 | 0.3 | -4 | -6 | 100 | -3 | 15 | 101 | 98
Cc1ccc(C(=O)C(OC(=O)c2c(C)cc(=O)oc2C)c2ccccc2)cc1 (stereo not drawn) | -2 | -4 | 4 | 0.9 | 2 | 0 | 101 | 1 | 19 | 103 | 101
COc1ccccc1OCCOCCOc1c(C)cc(C)cc1Br | -5 | -8 | -1 | 0.0 | -6 | -4 | 122 | -5 | 9 | 106 | 110
O=C(OCc1cnc(Cl)s1)c1cccs1 | 0 | -5 | 14 | 2.9 | -2 | 0 | 102 | 0 | 15 | 105 | 103
Cc1ccc2[nH]c(C(=O)NN=C3CCCCC3)c(-c3ccccc3)c2c1 | -1 | 8 | 1 | 0.0 | -1 | 0 | 100 | 2 | 17 | ? | 99
O=C(Nc1cccc(S(=O)(=O)N2CCCCCC2)c1)c1cc(=O)c2ccccc2o1 | -6 | -5 | 0 | 0.5 | -4 | -9 | 101 | -4 | 14 | ? | 100
COc1ccc(S(=O)(=O)Nc2ccc(NC(C)=O)cc2)cc1Br | -4 | -6 | 15 | 0.2 | -2 | -4 | 101 | 0 | 15 | ? | 101
Cc1cc([N+](=O)[O-])cc2c1-c1ncccc1C2=Nc1ccccc1 | 3 | 1 | 4 | 0.3 | -1 | -1 | 96 | -1 | 8 | 94 | 93
COCC(C)Nc1nc(C)c(C(C)=O)s1 (stereo not drawn) | -4 | -4 | 37 | 2.7 | -3 | -2 | 98 | -3 | 11 | 91 | 95
CCOC(=O)Cc1csc(NC(=O)CSc2cc(Cl)ccc2Cl)n1 | -5 | 1 | 3 | 0.0 | -3 | -5 | 104 | -2 | 5 | 104 | 100
COC(=O)C1C(O)=C(C(C)=N)C(=O)CC1(C)C (stereo not drawn) | -6 | -8 | 0 | -0.2 | 0 | -5 | 116 | 4 | 41 | 121 | 119
Cc1cccc(OCc2nnc3n2CCCCC3)c1 | -5 | -16 | 11 | 1.1 | -7 | -10 | 101 | -3 | 40 | 99 | 102
CCOC(=O)c1c(NC(N)=O)sc(C)c1C | -11 | -14 | 2 | 0.2 | 0 | -5 | 103 | 0 | 52 | 101 | 104
Cc1c[n+](C)ccc1CC1C([N+](=O)[O-])=C[N-]c2ncnn21 (stereo not drawn) | -3 | -6 | -1 | -0.5 | -3 | -5 | 99 | -2 | 12 | 99 | 103
CC(=O)N(Cc1cccs1)Cc1cc2cc(C)c(C)cc2nc1Cl | 1 | -2 | 6 | 1.5 | 3 | 0 | 107 | 3 | 8 | 101 | 102
Cc1ccc(S(=O)(=O)n2ccc(-c3cccc(OCc4c(F)cccc4Cl)c3)n2)cc1 | -5 | -2 | -1 | -0.2 | -1 | -1 | 102 | -2 | 29 | 99 | 101
O=C(NC(=S)NCC1CCCO1)c1ccc(Cl)cc1Cl (stereo not drawn) | -5 | -15 | 1 | 0.2 | -6 | -9 | 101 | -2 | 13 | 100 | 102
Cc1cccc(NC(=S)N(CCN(C)C)Cc2cc3cc(C)ccc3[nH]c2=O)c1 | -1 | -7 | -1 | 0.1 | -3 | -8 | 102 | -1 | 8 | 97 | 102
O=C(/C=C/NCc1cccnc1)C(F)(F)C(F)(F)F | -6 | -10 | 2 | 0.4 | -2 | -9 | 105 | -1 | 12 | 103 | 102
CCc1c(C)nc(N)c(C#N)c1-c1ccccc1 | 0 | -4 | 2 | 0.7 | -4 | -6 | 101 | -3 | 13 | 102 | 100
C/C(=N/OC(=O)c1ccc(F)cc1)c1ccc(C)cc1 | -10 | -11 | 28 | -0.1 | -7 | -6 | 106 | 0 | 13 | 102 | 102
Cc1cc(=O)n2[nH]c(-c3ccc(F)cc3)cc2n1 | -1 | -1 | 4 | 0.7 | -1 | -3 | 102 | -4 | 15 | 101 | 102
CC(C)Cc1cc(C(=O)Nc2sc3c(c2C#N)CCC3)no1 | -6 | -6 | 0 | -0.2 | -8 | -18 | 100 | -2 | 25 | 110 | 103
CC(C)(C)Nc1nc(OCC#N)nc(N2CCCCC2)n1 | 1 | -6 | 0 | 0.1 | 0 | 0 | 103 | 0 | 23 | 100 | 100
COc1ccccc1/C=C/C(=O)c1c2c(c(C)[nH]c1=O)CCCC2 | -8 | -14 | 30 | 1.1 | -6 | -5 | 101 | -1 | 33 | 103 | 101

An excerpt of these results, with two lines to a compound.
The line under a structure holds: Bim-Bcl-2, Bim-Bfl-1, ABCG2 inh, ABCB1 inh, Bcl-XL Bim block, Bcl-B Bim block, RGS8-Gao reg, Bim-Bcl-W, GSH fluor, RGS7-Gao, RGS4-Gao reg
CCCCNS(=O)(=O)c1ccc(S(=O)(=O)n2cnc3ccccc32)cc1
→ -10, -1, 0, 0.3, -4, -6, 100, -3, 15, 101, 98
Cc1ccc(C(=O)C(OC(=O)c2c(C)cc(=O)oc2C)c2ccccc2)cc1 (stereo not drawn)
→ -2, -4, 4, 0.9, 2, 0, 101, 1, 19, 103, 101
COc1ccccc1OCCOCCOc1c(C)cc(C)cc1Br
→ -5, -8, -1, 0.0, -6, -4, 122, -5, 9, 106, 110
O=C(OCc1cnc(Cl)s1)c1cccs1
→ 0, -5, 14, 2.9, -2, 0, 102, 0, 15, 105, 103
Cc1ccc2[nH]c(C(=O)NN=C3CCCCC3)c(-c3ccccc3)c2c1
→ -1, 8, 1, 0.0, -1, 0, 100, 2, 17, ?, 99
O=C(Nc1cccc(S(=O)(=O)N2CCCCCC2)c1)c1cc(=O)c2ccccc2o1
→ -6, -5, 0, 0.5, -4, -9, 101, -4, 14, ?, 100
COc1ccc(S(=O)(=O)Nc2ccc(NC(C)=O)cc2)cc1Br
→ -4, -6, 15, 0.2, -2, -4, 101, 0, 15, ?, 101
Cc1cc([N+](=O)[O-])cc2c1-c1ncccc1C2=Nc1ccccc1
→ 3, 1, 4, 0.3, -1, -1, 96, -1, 8, 94, 93
COCC(C)Nc1nc(C)c(C(C)=O)s1 (stereo not drawn)
→ -4, -4, 37, 2.7, -3, -2, 98, -3, 11, 91, 95

Further structures.
structure | Bim-Bcl-2 | Bim-Bfl-1 | ABCG2 inh | ABCB1 inh | Bcl-XL Bim block | Bcl-B Bim block | RGS8-Gao reg | Bim-Bcl-W | GSH fluor | RGS7-Gao | RGS4-Gao reg
CC1CCCN(C(=O)C(C)Nc2cc(Cl)ccc2N2CCOCC2)C1 (stereo not drawn) | 0 | -3 | 1 | 0.2 | 0 | -2 | 99 | 0 | 6 | 99 | 98
CN1CCN(CC(=O)Nc2sc3c(c2C#N)CCC(C(C)(C)C)C3)CC1 (stereo not drawn) | -9 | -11 | 2 | 0.9 | -5 | -6 | 101 | 0 | 31 | 98 | 99
COc1ccc(NC(=O)CN2CCN(c3ccc(F)cc3)CC2)cc1Cl | -6 | -7 | 18 | -0.3 | -5 | -7 | 124 | -5 | 35 | 105 | 110
CSc1ccccc1NC(=O)Nc1ccc(Cl)cc1 | 0 | 0 | 4 | 0.4 | 0 | 0 | 102 | -1 | 13 | 99 | 98
COc1ccc(-c2nnc3n2C(C)(C)Cc2cc(OC)c(OC)cc2-3)cc1 | -7 | -11 | 7 | 0.7 | -8 | -8 | 102 | 0 | 33 | 104 | 101
CS(=O)(=O)N1N=C(c2ccc(Cl)cc2)CC1c1cccs1 (stereo not drawn) | -12 | -10 | 3 | 0.4 | -7 | -10 | 105 | -5 | 31 | 105 | 105
CCOC(=O)c1c(NC(=O)COC)sc(C(C)=O)c1C | -3 | 5 | 12 | 0.9 | 1 | 2 | 101 | -4 | 54 | 104 | 105
CCn1c(-c2csc3ccccc23)n[nH]c1=S | -6 | -14 | 1 | -0.1 | -13 | -16 | 103 | -7 | 15 | 101 | 102
COc1ccc(F)cc1S(=O)(=O)NC1CCCC1 | -10 | -14 | 4 | 1.1 | 0 | -8 | 98 | -2 | 58 | 99 | 95
O=C(c1nc2ccccc2s1)N1CCSCC1 | -5 | -6 | 1 | 0.2 | -4 | -2 | 98 | 0 | 75 | 97 | 98
CCCCNC(=S)NNC(=O)CCn1cc(C)cn1 | -2 | 0 | 4 | 0.5 | -6 | -7 | 103 | -2 | 14 | 102 | 103
CCOc1ccccc1-n1c(COc2ccc(C)cc2)nnc1SCC(N)=O | -16 | -20 | 10 | 0.7 | -11 | -14 | 100 | -6 | 37 | 100 | 102
O=C(CN1CCN(Cc2ccccc2)CC1)Nc1cccc(S(=O)(=O)N2CCCCCC2)c1 | -2 | 2 | -3 | 2.0 | 0 | -2 | 100 | -1 | 16 | ? | 99
COc1ccc(/C=C/C(=O)Nc2cc(C)nn2-c2nc3ccccc3n2Cc2cccc([N+](=O)[O-])c2)cc1 | -6 | -13 | 0 | 0.1 | -4 | -5 | 86 | -4 | 13 | 96 | 67
COC(=O)c1ccc(NC(=S)NC2CCCCC2C)cc1 (stereo not drawn) | -2 | -1 | 18 | 0.1 | -4 | -7 | 102 | -5 | 11 | 99 | 101
COc1ccc(NC(=O)CN2c3cccc4cccc(c34)S2(=O)=O)c(OC)c1 | -2 | -11 | 2 | 1.2 | -5 | -9 | 101 | 0 | 44 | 91 | 87
Cc1ccsc1C(=O)NNC(=S)NCC(C)C | -2 | -2 | 0 | 0.0 | 0 | -13 | 101 | 4 | 15 | 108 | 100
O=C(O)c1cc(Cl)ccc1NC(=O)C1CCCO1 (stereo not drawn) | -1 | -2 | 2 | 0.5 | -2 | -3 | 100 | -1 | 12 | 98 | 102
Cn1c(=O)cc(OCC(=O)NCc2cccnc2)c2ccccc21 | -3 | 0 | 0 | 0.2 | -1 | 0 | 94 | -2 | 17 | 90 | 92
Cn1cc(C(=O)NC2C3CC4CC(C3)CC2C4)cn1 (stereo not drawn) | -1 | 0 | 7 | 0.2 | -3 | -6 | 102 | -3 | 11 | 99 | 98
Cc1ccnc(NC(=O)C2CCCN(S(=O)(=O)c3cnc[nH]3)C2)c1 (stereo not drawn) | -11 | -3 | 2 | 0.5 | -9 | -14 | 97 | -10 | 14 | 101 | 101
CCC1=C(C(=O)OC)C(c2cc(OC)ccc2OC)C(C#N)=C(N)O1 (stereo not drawn) | -2 | 0 | 2 | 0.4 | 0 | -2 | 102 | -2 | 13 | 100 | 102
CCCCN1C(=O)CCC(C(=O)O)C1c1ccccc1 (stereo not drawn) | -2 | -5 | -1 | -0.1 | 0 | -4 | 98 | -1 | 16 | 96 | 98
CCCC(=O)Nc1ccc(Oc2ccc(NC(=O)CCC)cc2)cc1 | -7 | -12 | -2 | -0.2 | -11 | -15 | 102 | -14 | 22 | 97 | 98
